# Assay outcomes: PubChem, National Center for Advancing Translational Sciences (NCATS)
# WRN inhibitor = inhibitors of human WRN helicase; WRN helicase unwinding, fluorescent forked duplex, kinetic; Q14191; Potency, µM (highest dose often 114 µM), for the others: top-dose activity change, negative = inhibition, usual class: inhibitors; AID 651768; 360,000 compounds, 0.46% hits; further: potency means the concentration at half of the fitted maximal effect; on the % scale 0 is the no-effect control and ±100 the full control effect; nearly all actives have a fitted effect of over 55% in size
#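 Kinetic fluorescence helicase assay: unwinding of a quenched forked DNA duplex (100 nM final) with 2 mM ATP final raises red fluorescence (525/598 nm). Compounds sat 15 min at room temperature with 20 nM WRN beforehand.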
# PLK1 PBD inh = PLK1 (human) polo-box domain binding inhibition; Plk1 PBD binding of FITC phosphopeptide, fluorescence polarization; Potency, µM, for inactives: max response, negative = inhibition, actives largely listed as inhibitors; 360,000 compounds, 2.8% hits; further: potency means the concentration at half of the fitted maximal effect; series mostly up to about 57 µM; on the % scale 0 is the no-effect control and ±100 the full control effect; nearly all actives have a fitted effect of over 65% in size
# EPAC1 agonist = activates human EPAC1 exchange factor | 360,000 compounds, 0.073% hits | AID 720707 | EPAC1 agonist qHTS, biochemical assay; response scale: 100% = response to 6.5 mM cAMP | Potency, µM (top dose mostly 154 µM), for the others: at the highest dose activation, most hits filed as activators; further: potency means the concentration at half of the fitted maximal effect; nearly all actives have a fitted effect of over 60% in size
# Target sequence (O95398 whole entry, looked up): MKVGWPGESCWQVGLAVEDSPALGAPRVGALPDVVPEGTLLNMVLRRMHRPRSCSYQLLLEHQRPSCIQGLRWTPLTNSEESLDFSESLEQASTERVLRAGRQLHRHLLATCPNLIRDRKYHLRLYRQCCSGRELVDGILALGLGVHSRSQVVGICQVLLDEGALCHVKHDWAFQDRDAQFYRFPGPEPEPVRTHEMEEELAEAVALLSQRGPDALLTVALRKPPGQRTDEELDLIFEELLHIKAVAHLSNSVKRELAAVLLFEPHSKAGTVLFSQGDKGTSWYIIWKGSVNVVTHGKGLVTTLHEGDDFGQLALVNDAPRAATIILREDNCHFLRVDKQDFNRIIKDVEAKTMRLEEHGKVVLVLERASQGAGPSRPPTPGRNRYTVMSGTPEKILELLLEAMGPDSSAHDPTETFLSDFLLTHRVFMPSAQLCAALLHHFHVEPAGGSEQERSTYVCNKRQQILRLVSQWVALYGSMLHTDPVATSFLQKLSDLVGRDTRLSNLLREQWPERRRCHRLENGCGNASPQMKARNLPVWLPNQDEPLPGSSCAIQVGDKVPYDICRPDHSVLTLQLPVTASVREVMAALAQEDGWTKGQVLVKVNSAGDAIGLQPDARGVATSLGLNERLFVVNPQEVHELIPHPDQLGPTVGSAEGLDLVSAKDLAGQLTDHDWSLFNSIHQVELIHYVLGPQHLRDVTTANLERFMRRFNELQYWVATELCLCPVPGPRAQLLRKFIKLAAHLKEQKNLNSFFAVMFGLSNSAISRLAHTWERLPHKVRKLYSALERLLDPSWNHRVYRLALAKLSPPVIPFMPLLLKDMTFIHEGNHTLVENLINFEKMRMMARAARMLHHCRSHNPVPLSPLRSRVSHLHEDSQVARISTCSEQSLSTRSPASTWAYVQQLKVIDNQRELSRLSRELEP
#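 Compounds were pinned as a concentration titration into mixtures of EPAC1 (100 nM), BODIPY-GDP-loaded Rap1B (250 nM) and GDP (50 uM). After 5 min at room temperature, fluorescence was followed for 30 min; activity was scaled to 6.5 mM cAMP.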
# EPAC1 antagonist = EPAC1 (human) antagonism; Potency, µM (titrated, usually from 115 µM), for the others: top-dose activity change, negative = inhibition, hits mostly inhibitors; EPAC1 GEF assay, Rap1b-BODIPY-GDP exchange fluorescence; AID 720709; 360,000 compounds, 0.14% hits; O95398;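 further: potency means the concentration at half of the fitted maximal effect; plate controls were vehicle for no effect and positive control for full effect; nearly all actives have a fitted effect of over 50% in size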
# PI5P4Ka inh = blocks human PI5P4K alpha kinase activity | 330,000 compounds, 1.2% hits | PI5P4Kalpha enzyme, ADP-Glo luminescence, 60 min; hits give low values | max response, % | P48426; active means max response of -50% or lower; inconclusive means between -30% and -50%; inactive means -30% or higher; further: value at the top dose of about 77 µM; on the % scale 0 is the no-effect control and ±100 the full control effect
#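 Single end-point luminescence (ADP-Glo) quantified ADP from PI5P4Kalpha turnover; ATP 5 microM final, 1 h at RT, 0.1% CHAPS and 0.28 mM EGTA in HEPES pH 7.4.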
# FUS suppressor = suppressors of FUS proteinopathy in yeast; S. cerevisiae FUS-expressing, growth rescue, OD600, 24 h; Potency, µM (titrated, usually from 76.6 µM), for the others: at the highest dose growth rescue (activation), hits mostly activators; 390,000 compounds, 0.24% hits; AID 1347120;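 further: potency means the concentration at half of the fitted maximal effect; plate controls were DMSO vehicle for no effect and reference control for full effect; nearly all actives have a fitted effect of over 55% in size; some results filed as inactive show a strong effect at the top dose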
#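 Toxicity suppression screen in FUS-yeast. Cells induced with 2% galactose, starting OD 0.005, treated 24hr at 30C with compounds at multiple final concentrations; growth by OD600.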
# IL-2 act = activates IL-2 in a cell-based reporter assay; IL-2 activation reporter assay, cell-based qHTS; stimulated with anti-CD3/CD4/CD28 beads; in transgenic mouse T cells; activation, % (series mostly up to about 46 µM); 360,000 compounds, 0.065% hits; AID 652025; in the data active means activation above about 50%; inconclusive means mostly about 30% to 49%; further: 0% is about no effect
#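 Unstimulated transgenic mouse T cells preincubated 60 min with compound, then stimulated with anti-CD3/anti-CD4-coated beads plus anti-CD28 for 18 h at 37 degrees C. IL-2 response read as EGFP and DsRed fluorescence by plate cytometry.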
# Abeta yeast res = A-beta toxicity reversal in yeast; Potency, µM (top dose mostly 46.1 µM), inactives show at the highest dose growth rescue, actives largely listed as activators; 410,000 compounds, 0.063% hits; yeast expressing A-beta42, growth rescue, OD600, 48 h; response scale: 0% DMSO, 100% iron-clioquinol control; AID 1347071; further: potency means the concentration at half of the fitted maximal effect; nearly all actives have a fitted effect of over 55% in size
#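 Yeast growth medium received pinned compounds, then yeast cells expressing toxic A-beta were added; plates incubated at 30 C for 48 hr. Growth read as absorbance at 600 nm, normalized to DMSO and equimolar FeCl3 plus clioquinol controls.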
# aSyn yeast inh = alpha-synuclein toxicity inhibition in yeast; Yeast expressing alpha-synuclein, growth rescue, BacTiter-Glo, 24 h; Potency, µM (top dose mostly 46.1 µM), inactives show top-dose growth rescue (activation), usual class: activators; 370,000 compounds, 0.14% hits; AID 652106; further: potency means the concentration at half of the fitted maximal effect; % of control where 0% means no effect; nearly all actives have a fitted effect of over 65% in size
#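 Galactose-induced alpha-syn yeast (OD600=0.02, raffinose-pregrown) + pinned cpd, 24 hr, 30 deg C; growth by BacTiter-Glo luminescence. Growth restoration scores as activation.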
# The depositor's hits bear a star; u = inconclusive; x = not tested or not shown; & = joins results of further samples; [ ] = another dose, or the depositor's remark. Unless noted, the call rests on the fitted dose curve; in most records, active means well fitted curve in the direction sought with a large enough effect; inconclusive means small, poorly fitted or top-dose-only effect, or another doubt; inactive means no such curve, though single readings can be large; an effect the other way counts as inactive or inconclusive.
1) CC(=O)Nc1ccc(-c2ccnc3c2CC(C(=O)NCCc2ccccc2)O3)cc1 (configuration not stated)
2) Cc1cc(C)n2nc(SCc3cccc(F)c3)nc2n1
3) Cc1ccc(NC(=O)c2oc3ccc(S(=O)(=O)N4CCC5(CC4)OCCO5)cc3c2C)cc1C
4) C[C@H](CO)N1C[C@H](C)[C@@H](CN(C)S(=O)(=O)c2ccc(F)cc2)Oc2ccc(NC(=O)CCN3CCOCC3)cc2C1=O
5) CCCCC(=O)NC1(C(F)(F)F)C(=O)Nc2c1c(=O)n(C)c(=O)n2C (configuration not stated)
6) CCN(CC)S(=O)(=O)c1ccc(NS(=O)(=O)CC23CCC(CC2=O)C3(C)C)cc1 (configuration not stated)
7) COCCn1c(SCC(=O)NC2CC2)nnc1-c1ccco1
8) Cc1ccc(S(=O)(=O)N(C)c2ccc(OCC(=O)N3CCCC(C(F)(F)F)C3)cc2)cc1 (configuration not stated)
Compound	1	2	3	4	5	6	7	8
WRN inhibitor	-4.1%	-3.3%	-15.1%	5.4%	2.2%	-4.9%	7.1%	-7.0%
PLK1 PBD inh	-1.6%	-29.2%	-13.9%	-4.6%	-0.8%	-2.2%	1.3%	0.4%
EPAC1 agonist	-0.8%	-1.1%	-2.8%	-8.6%	2.6%	5.1%	4.3%	1.6%
EPAC1 antagonist	-9.0%	-0.1%	-14.6%	3.3%	-3.8%	-16.8%	-7.6%	-18.7%
PI5P4Ka inh	-2.9	4.6	2.1	5.2	6.6	8.2	1.5	-3.3
FUS suppressor	-2.3%	10.3%	10.8%&28.0%	16.8%	-16.7%	14.5%	4.9%	25.7%
IL-2 act	-0.7	-0.6	-1.1	0.3	-0.6	-0.5	1.5	-7.1
Abeta yeast res	1.4%	11.8%	-15.0%&-10.7%	-2.9%	17.8%	30.2%	2.8%	27.9%
aSyn yeast inh	-9.1%	0.2%	-1.6%	3.3%	3.5%	-0.1%	-1.0%	7.1%

# Shown with values under each structure: part of the list above.
# The line under a structure holds: WRN inhibitor | PLK1 PBD inh | EPAC1 agonist | EPAC1 antagonist | PI5P4Ka inh | FUS suppressor | IL-2 act | Abeta yeast res | aSyn yeast inh
(2) Cc1cc(C)n2nc(SCc3cccc(F)c3)nc2n1
  -3.3% | -29.2% | -1.1% | -0.1% | 4.6 | 10.3% | -0.6 | 11.8% | 0.2%
(3) Cc1ccc(NC(=O)c2oc3ccc(S(=O)(=O)N4CCC5(CC4)OCCO5)cc3c2C)cc1C
  -15.1% | -13.9% | -2.8% | -14.6% | 2.1 | 10.8%&28.0% | -1.1 | -15.0%&-10.7% | -1.6%
(4) C[C@H](CO)N1C[C@H](C)[C@@H](CN(C)S(=O)(=O)c2ccc(F)cc2)Oc2ccc(NC(=O)CCN3CCOCC3)cc2C1=O
  5.4% | -4.6% | -8.6% | 3.3% | 5.2 | 16.8% | 0.3 | -2.9% | 3.3%
(5) CCCCC(=O)NC1(C(F)(F)F)C(=O)Nc2c1c(=O)n(C)c(=O)n2C (configuration not stated)
  2.2% | -0.8% | 2.6% | -3.8% | 6.6 | -16.7% | -0.6 | 17.8% | 3.5%

# Additional structures.
9) C=CCOn1c(=O)c(-c2ccc(Cl)cc2)[n+]([O-])c2ccccc21
10) CC(C)NC(=O)CN1C(=O)C(C)(C)Oc2ccc(C(=O)NC3CCCCC3)cc21
11) Cc1ccc(NC(=O)C2CC(=O)N/C(=N/N=C/c3ccco3)S2)cc1C (configuration not stated)
12) CC(=O)c1cccc(NC(=O)C(C)OC(=O)c2cccc(S(=O)(=O)N3CCN(C)CC3)c2)c1 (configuration not stated)
13) CC(C)NC(=O)CSCc1c(Cl)cccc1Cl
14) CSc1nnc2c3c4c(sc3nc(-n3nc(C)cc3C)n12)COC(C)(C)C4
15) COc1ccc(C(=O)Nc2nc(C)cc(C)n2)cc1[N+](=O)[O-]
16) O=S(=O)(N/N=C/c1ccc2c(c1)OCCO2)c1ccccc1
Compound	9	10	11	12	13	14	15	16
WRN inhibitor	2.1%[57.1 µM]	0.0%	2.4%	-9.0%	-0.4%	-16.9%	-2.3%	2.0%
PLK1 PBD inh	u	-9.4%	-9.9%	-1.2%	-2.6%	3.36µM*	-2.1%	1.7%
EPAC1 agonist	-10.8%	-0.5%	1.5%	10.4%	-7.5%	-0.5%	-3.8%	4.6%
EPAC1 antagonist	7.6%	-8.5%	9.6%	-4.6%	-6.9%	-8.9%	6.2%	5.9%
PI5P4Ka inh	-8.9	-0.3	-11.2	-1.2	1.6	u	8.5	x
FUS suppressor	-9.8%	12.4%	22.8%	2.8%	6.8%	-12.0%	x	31.1%
IL-2 act	-0.8	-1.1	0.3	-0.4	-0.4	-1.7	-2.3	-3.5
Abeta yeast res	-16.2%	-6.6%	-0.2%	-11.8%	27.3%	-8.9%	3.9%	-18.6%
aSyn yeast inh	0.2%	1.0%	-0.7%	-0.1%	6.1%	u	-12.4%	0.6%

17) O=C(CSc1ccccc1C(=O)O)c1ccc([N+](=O)[O-])cc1
18) Oc1c(CN2CCOCC2)cc(CN2CCOCC2)c(O)c1O
19) CC(=O)c1ccccc1NS(C)(=O)=O
20) COc1cccc(NC(=O)CN(C)C(C)C(=O)NC(C)c2ccc(Cl)cc2Cl)c1 (configuration not stated)
21) O=C(NCc1cccs1)c1cnc2ccccn2c1=O
22) Cc1cc(C(=O)COC(=O)CC2Sc3ccccc3NC2=O)c(C)n1-c1cccc(C(F)(F)F)c1 (configuration not stated)
23) C#CCOCCOCCOCCNc1nc(N2CCN(C(=O)[C@H](CO)n3cc([C@@H](N)C(C)C)nn3)CC2)nc(N2CCN(C(=O)[C@H](CCC(=O)O)n3cc([C@@H](N)CCCCN)nn3)CC2)n1
24) Cc1ccc2nc(N3CCOCC3)c(C=O)c(=O)n2c1
Compound	17	18	19	20	21	22	23	24
WRN inhibitor	7.3%	22.4µM*	3.0%	-2.2%	-3.0%	-16.1%	5.5%	3.3%
PLK1 PBD inh	11.9µM*	1.68µM*	-1.2%	-0.2%	-8.6%	3.8%	1.9%	1.9%
EPAC1 agonist	-12.6%	0.8%	-0.2%	0.2%	8.0%	-10.4%	-3.2%	-0.9%
EPAC1 antagonist	4.8%	-9.8%	1.2%	4.9%	4.5%	-18.5%	8.5%	-0.7%
PI5P4Ka inh	u	-23.1	0.3	-4.6	x	-8.2	0.0	-4.9
FUS suppressor	-2.6%	-9.1%	-14.5%	13.7%	-10.0%	u	-9.6%	-13.0%
IL-2 act	-0.8	-0.1	-0.6	-0.7	-0.5	-4.8	0.9	-3.3
Abeta yeast res	-10.5%	-0.2%	-3.1%	-0.2%	-2.8%	11.4%	6.4%	-4.8%
aSyn yeast inh	1.3%	4.2%	1.4%	2.0%	0.1%	10.0%	u	2.8%

25) COc1ccc(CN2CCN(Cc3cc4ccccc4o3)CC2CCO)cc1C (configuration not stated)
26) CCN1CCCC1CNCc1cccc(OC)c1OCc1ccccc1 (configuration not stated)
27) Cc1ccc(C(=O)CSc2ccccc2C(=O)O)cc1
28) O=C(COc1ccc(Cl)cc1)Nc1ccc2c(c1)OCO2
29) COc1ccc(NC(=O)Cn2nc(C)c([N+](=O)[O-])c2C)cn1
30) CCOC(=O)c1sc(NN=C(C(=O)OC)C(=O)OC)c(C(=O)OCC)c1C
31) CC(C)C[C@H](NC(=O)c1[nH]cnc1C(=O)N[C@H](C)c1ccccc1)C(=O)OC(C)(C)C
32) O=S(=O)(NC1CC1)c1ccccc1
Compound	25	26	27	28	29	30	31	32
WRN inhibitor	0.8%	-2.3%	11.7%	-11.2%	2.3%	11.0%	-4.8%	1.4%
PLK1 PBD inh	-8.1%	-0.6%	6.7%	-4.2%	-6.2%	-16.6%	0.1%	2.9%
EPAC1 agonist	-1.1%	-1.1%	-7.4%	-6.7%	3.4%	0.3%	-37.2%[inhibitor]	-1.3%
EPAC1 antagonist	-10.0%	-2.0%	-14.4%	-8.6%	7.6%	-29.9%	-28.2%	-8.0%
PI5P4Ka inh	10.1	3.2	-0.3	0.1	-21.4	-19.7	22.0	2.5
FUS suppressor	17.3%	28.7%	-23.8%	-18.7%	26.6%	x	33.7%	-5.0%
IL-2 act	3.1	-0.1	-0.7	-1.2	6.4	0.0	-0.6	0.5
Abeta yeast res	6.6%	-9.7%	4.1%	-2.8%	8.6%	1.5%	16.3%	4.3%
aSyn yeast inh	1.8%	0.2%	3.7%	-5.5%	-0.3%	-16.3%	8.5%	5.8%

33) COc1ccc(CCNC(=O)/C(C#N)=C/c2ccc(OCC(=O)NCC3CCCO3)cc2)cc1OC (configuration not stated)
34) Cc1cc(C)cc(NC(=O)C2CCCN(c3ncccn3)C2)c1 (configuration not stated)
35) CCCCCC1CC(CC(=O)O)C(=O)O1 (configuration not stated)
36) Cc1ccc(NCCCn2cnc3c(OCc4ccccc4)ncnc32)cc1C
37) O=S(=O)(Nc1ccc(N2CCOCC2)cc1)c1ccc(F)cc1F
38) CCN(CC)c1ccc2ccc(=O)oc2c1
39) CCN(CC1COc2ccccc2O1)S(=O)(=O)c1ccc(C)cc1 (configuration not stated)
Compound	33	34	35	36	37	38	39
WRN inhibitor	-5.9%	0.6%	5.5%	-10.6%	-5.2%	-2.7%[57.1 µM]	-25.1%
PLK1 PBD inh	-21.7%	-2.4%	-1.6%	-4.4%	-14.8%	-0.2%	-3.8%
EPAC1 agonist	10.9%	5.4%	-2.3%	-5.2%	10.6%	0.7%	14.2%
EPAC1 antagonist	7.7%	-8.3%	12.3%	-23.6%	9.6%	-2.0%	-12.4%
PI5P4Ka inh	1.7	0.6	-2.7	24.2	-8.2	-3.5	13.3
FUS suppressor	29.1%	1.0%	-1.2%	41.8%	23.1%	-8.1%	x
IL-2 act	2.5	-0.3	-1.6	-0.2	0.3	-0.1	-0.3
Abeta yeast res	-17.0%	-2.7%	2.6%	-3.3%	-3.1%	-13.7%	19.2%
aSyn yeast inh	-5.1%	1.2%	-2.6%	3.5%	-2.6%	-1.2%	-0.5%
